# S3 lipid droplet: qHTS Assay for Lipid Storage Modulators in Drosophila S3 Cells. 0.64% of 320,000 active. AID 2685. Drosophila S3 cells, BODIPY lipid droplet fluorescence, 18-24 h; cells fed with added oleic acid. Potency in µM for hits, for the others lipid storage change, negative = inhibition, % at the top dose, mostly 46.1 µM; active = well fitted inhibition curve with a large enough effect in the signal ratio, with a control signal flat, not every such curve was filed as active; inconclusive = small, poorly fitted or top-dose-only effect, or effect the other way, or a change in a side signal; the % refers to the signal ratio
#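 Drosophila S3 cells loaded with oleic acid (400 uM, as added) and compounds at several concentrations; lipid droplets imaged by 488-nm laser-scanning cytometry, 500–530 nm intensity and object ratio to cell channel. Percent activity normalized to 20 uM Triacsin C.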
# S3 lipid droplet cell count max: second read-out of S3 lipid droplet, no call of its own (marks repeat the call); cell number change, %; measured here: cell count max response;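 cells counted by Cell Tracker Red CMTPX staining in the red channel; peak over a dose series mostly up to 46.1 µM; percent activity relative to internal control wells on each plate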
# * marks the source's active call; other numbers are inactive results; i = inactive; u = inconclusive; x = not tested or not shown; [ ] = dose if it differs, or a comment. % is scaled to controls: 0 for no effect and ±100 for the full control effect; potency is read from the fitted curve at half-maximal effect. A portion of the library; count on the stated rates, not on these rows.
SMILES,S3 lipid droplet,S3 lipid droplet cell count max
COc1ccc(S(=O)(=O)N2CCN(c3ccccc3OC)CC2)cc1C(=O)N1CCCCC1,i,18
COc1ccc(N2CCN(c3ncnc4c3nnn4Cc3ccccc3Cl)CC2)cc1,4%,0
COc1ccc(S(=O)(=O)Nc2c(C(=O)O)[nH]c3ccc(OC)cc23)c(OC)c1,-23%,x
CC(C)C(=O)NC(=S)/C=C1/N(C)c2ccccc2C1(C)C,u,x
O=C(O)c1cc(-c2ccc(O)cc2)on1,19%,23
O=C(NC1CCCCC1)C1CCC(=O)N(C2CC2)C1 (stereo not given),11%,7
O/N=C/c1nc2cc(Cl)ccc2o1,14%,x
COc1cccc(OC)c1C(=O)N1CCOCC1,7%,1
CCCN(CC(=O)Nc1ccccc1OC)Cc1c(O)ccc2ccccc12,u,x
CCCCCCCOC(=O)c1nc(Cl)c(Cl)c(N)c1Cl,u,x
O=C(Nc1ccc(O)cc1)/C(=C/c1ccco1)NC(=O)c1ccccc1,8%,x
Cc1cc(C)n(-c2ccc(Cl)c(C(=O)O)c2)n1,-6%,-8
CC(=O)CC(c1ccccc1)S(=O)(=O)c1ccc([N+](=O)[O-])cc1 (stereo not given),20%,21
CCOC(=O)C1CCN(C(=O)Nc2cc(Cl)cc(Cl)c2)CC1,19%,16
CC(=O)Nc1ccc(S(=O)(=O)N(C)CC(=O)NCCC2=CCCCC2)cc1,u,x
CC(C)C(OC(=O)c1cccs1)C(=O)NCc1ccc2c(c1)OCO2 (stereo not given),u,x
Cc1ccc(C)c(S(=O)(=O)N2CCCOC2CNC(=O)C(=O)NCCCn2ccnc2)c1 (stereo not given),u,x
COc1ccc(CNc2nc(NCc3ccc(OC)cc3)n(C(=O)c3ccccc3[N+](=O)[O-])n2)cc1,-18%,4
Cc1ccc(NCc2nnc(SCC(=O)N3CCc4ccccc43)n2C)cc1,11%,-1
O=C(CCl)c1ccc2[nH]c(=O)oc2c1,-2%,1
COc1ccc(Cn2c(N)c(C#N)c3nc4ccccc4nc32)cc1,u,x
CN(C)CCCNC(=O)c1ccc(/C=N/O)nc1,-1%,-15
COCCNC(C)C(=O)C12CC3CC(CC(C3)C1)C2 (stereo not given),u,x
Cc1ccc(C(=O)NCC(c2ccco2)N2CCc3ccccc32)cc1C (stereo not given),u,x
CCc1ccccc1NC1Nc2cc(C)nn2S1 (stereo not given),7%,-5
# (more compounds)
SMILES,S3 lipid droplet,S3 lipid droplet cell count max
CN(C)C(=O)N(CCCN1CCOCC1)Cc1cccc2ccccc12,9%,13
CC(C)(C)NS(=O)(=O)c1ccc2nc(NC(=O)c3ccc(N4C(=O)CCC4=O)cc3)sc2c1,u,x
CCOC(=O)c1c(C)oc2c1c(C(c1ccccc1)N1CCOCC1)c(O)c1ccccc12 (stereo not given),u,x
CCOC(=O)c1ccc(N2CC(O)=C(c3nc4ccccc4c(=O)[nH]3)C2=N)cc1,i,12
COc1ccc(N2CC(C(=O)OCC(=O)c3cccc(OC)c3)CC2=O)cc1 (stereo not given),8%,-1
Cc1ccnc(NC(=O)CSc2cc(=O)n(C)c3ccccc23)c1,u,x
CCCC(=O)NC(C)c1nc2ccccc2n1CC (stereo not given),u,x
NC(=O)CC(NC(=O)Cc1cccc2ccccc12)c1ccc(NCCc2ccccc2F)c([N+](=O)[O-])c1 (stereo not given),-1%,5
COc1ccc(C(c2nnnn2Cc2ccc(F)cc2)N2CCN(c3ccccc3)CC2)cc1 (stereo not given),u,x
Cc1ccc(C(=O)N=c2sccn2C)o1,i,15
COc1ccc(C(=O)NCC(=O)OCC(=O)Nc2ncc(Cl)cc2Cl)cc1[N+](=O)[O-],16%,22
C=CCC1(O)CC(c2ccco2)NC(c2ccco2)C1CCC (stereo not given),u,x
COc1ccc(CCNC(=O)CCCC(=O)n2nc(C)c3ccccc32)cc1OC,u,x
Cc1ccc(/C=C2\C(=O)Nc3ccccc32)o1,-25%,-20
O=c1c2ccccc2nc2n1C(CSCc1ccc(Cl)cc1Cl)CS2 (stereo not given),u,x
Cc1ccc(S(=O)(=O)N(C)Cc2ccc(C(=O)N/N=C/c3ccc(OC(F)F)cc3OC(F)F)cc2)cc1,-12%,1
CCn1cc(CN2CCc3c([nH]c4ccccc34)C2c2cccc(OC)c2OC)c(C)n1 (stereo not given),10%,0
COc1ccc(-c2nn(-c3ccccc3C)cc2CNCCc2cnc[nH]2)cc1F,11%,16
C#CCNC(=O)C1=C[C@@H](c2ccc3c(c2)OCO3)[C@H](CCCO)[C@@H](OCC)O1,-9%,8
O=C(c1ccccc1)C1C(c2ccccc2)C1[N+](=O)[O-] (stereo not given),13%,-2
O=C(NCc1ccc2c(c1)OCO2)c1c(Cl)cccc1Cl,i,21
COc1ccccc1CNC(=O)CS(=O)(=O)c1ccccc1,-4%,3
CCc1ccc(NC(=S)N2CCN(c3cccc(C(F)(F)F)c3)CC2)cc1,u,x
O=C(c1cc(-c2cccc(O)c2)on1)N1CCCCC1,u,x
N#C/C(=C\c1ccc(-c2ccccc2)o1)C(=O)Nn1cnnc1,0%,25
# (cont.)
SMILES,S3 lipid droplet,S3 lipid droplet cell count max
COc1ccc(NC(=O)C(NC(C)=O)C(=O)NCc2ccc(F)cc2)cc1 (stereo not given),-12%,1
O=C(CCNC(=O)Cn1ccc2ccccc2c1=O)NCCC1=CCCCC1,-25%,-5
O=C(CSc1nc2ccccc2s1)NNC(=S)Nc1ccc(Cl)cc1,12%,9
O=C(COc1coc(CN2CCN(Cc3ccccc3)CC2)cc1=O)Nc1ccccc1,u,x
CNc1oc(C)nc1S(=O)(=O)c1ccccc1,33µM*,3.6*
COc1cc(-c2nnc3sc(Cc4ccccc4)nn23)cc(OC)c1OC,i,-20
CCc1cccc(CC)c1NC(=O)COC(=O)C1(C)CC1(Cl)Cl (stereo not given),u,x
CC1CCCCC1NS(=O)(=O)c1ccc2c(c1)CCC(=O)N2 (stereo not given),u,x
Cc1ccc(-c2nn(-c3ccccc3)cc2CN(Cc2ccccc2)C(=O)c2ccco2)o1,u,x
CN(CCCNC(=O)c1cccc(N2CCCC2=O)c1)c1ccccc1,0%,3
Cc1cc(NC(=O)c2ccc3c(c2)OCO3)ccc1NC(=O)c1ccccc1,u,x
O=C(NC(=S)Nc1ccccc1N1CCCCC1)c1ccc(F)cc1,u,x
COc1ccccc1NS(=O)(=O)c1ccc2c(c1)NC(=O)C(C)S2 (stereo not given),u,x
NC(=O)CSc1nnc(NC(=O)C23CC4CC(CC(C4)C2)C3)s1,u,x
CCN1CCN(C(=O)/C(C#N)=C/c2ccc(OC(F)F)cc2)CC1,u,x
COC(=O)CCCC1=CC2=C(c3ccccc3)C(=O)C(C)(OC(=O)C3CCCC3)C(=O)C2=CN1C(CO)CO (stereo not given),0%,20
CC(=O)N/N=C/c1cc(C)n(-c2ccc(Br)cc2)c1C,11%,x
CCOC(=O)Cn1c(C)[n+](C)c2cc(Cl)c(Cl)cc21,u,x
CC(C)Oc1cc(O)c2c(=O)c(-c3ccc(O)cc3)coc2c1,u,x
COc1ccc(Cc2nnc(NC(=O)c3ccccc3C)s2)cc1,11%,-5
COCCNC(=O)NC(=O)COC(=O)C12CC3CC(CC(NC(C)=O)(C3)C1)C2,u,x
Cc1ccc(CNC(=O)C(=O)NCC2CCCN2S(=O)(=O)c2cccs2)cc1 (stereo not given),-30%,-22
Cc1cc(C)nc(N/N=C/c2cccc(Cl)c2)n1,u,x
O=S(=O)(N1CCCCC1)N1CCNCC1,u,x
CCOc1ccccc1C1C2=C(COC2=O)Nc2cc3c(cc21)OCO3 (stereo not given),12%,4

# Arranged by count of non-hydrogen atoms (rising): part of the list above
SMILES,S3 lipid droplet,S3 lipid droplet cell count max
CC(=O)N/N=C/c1cc(C)n(-c2ccc(Br)cc2)c1C,11%,x
CCc1cccc(CC)c1NC(=O)COC(=O)C1(C)CC1(Cl)Cl (stereo not given),u,x
COc1ccc(Cc2nnc(NC(=O)c3ccccc3C)s2)cc1,11%,-5
O=C(NC(=S)Nc1ccccc1N1CCCCC1)c1ccc(F)cc1,u,x
COc1ccc(NC(=O)C(NC(C)=O)C(=O)NCc2ccc(F)cc2)cc1 (stereo not given),-12%,1
Cc1ccc(CNC(=O)C(=O)NCC2CCCN2S(=O)(=O)c2cccs2)cc1 (stereo not given),-30%,-22
Cc1ccc(-c2nn(-c3ccccc3)cc2CN(Cc2ccccc2)C(=O)c2ccco2)o1,u,x

# Other records follow:
SMILES,S3 lipid droplet,S3 lipid droplet cell count max
CCOc1cc(OCC)cc(C(=O)NCCCN2CCOCC2)c1,0%,7
Cc1ccc(SC2CCN(C(=O)C3CCC(=O)N(C4CC4)C3)CC2)cc1 (stereo not given),-4%,-18
Cc1ccc(C(CC(=O)N2CCOCC2)c2ccco2)cc1 (stereo not given),u,x
Cc1ccc(CC(=S)N2CCOCC2)cc1,u,x
Nc1nnc(SCc2ccc(F)cc2Cl)s1,u,x
O=C(C1=C[C@@H](c2ccc3c(c2)OCO3)C[C@@H](OCCCCO)O1)N1CCOCC1,u,x
CCC(C)NC(=O)c1cc2c(=O)n(CC)c3ccccc3c2s1 (stereo not given),-23%,x
CCCC(c1nnnn1CCOC)N1CCN(C(=O)c2ccco2)CC1 (stereo not given),6%,4
CC(C)=CCCC(C)CN1CCC(N2CCC(C(=O)N3CCOCC3)CC2)CC1 (stereo not given),7%,12
CCCCC1(Cc2ccc([N+](=O)[O-])cc2)C(=O)N(c2ccccc2)N(c2ccccc2)C1=O,u,x
O=C(Nc1cccnc1)c1ccc(C(=O)Nc2cccnc2)cc1,6%,15
COc1cc(C2C(C#N)=C(N)Oc3cc(C)n(Cc4ccccn4)c(=O)c32)cc2c1OCO2 (stereo not given),-2%,8
C=CCNC(=O)COC(=O)c1ccc(Sc2nncn2C)c([N+](=O)[O-])c1,u,x
CN(C)C(=O)CSc1n[nH]c(-c2ccco2)n1,14%,0
CCN(C(=O)COC(=O)c1c(C)noc1C)C1CCS(=O)(=O)C1 (stereo not given),u,x
CCOc1cc(CNc2ccc3c(c2)OCCO3)cc(Br)c1OCC(N)=O,-15%,21
O=C1CCC/C(=N\NC(=O)COc2ccc(Cl)cc2)C1,5%,1
Cc1ccc(N(CC(=O)NCc2ccc3c(c2)OCO3)C(=O)CCC(=O)Nc2ccccn2)cc1,u,x
COc1ccc(NC(=O)NC(=O)c2cc(OCC(F)(F)F)ccc2OCC(F)(F)F)cc1,-1%,6
Cc1c(C(=O)N(Cc2cccc(Br)c2)C2CCS(=O)(=O)C2)oc2ccc(F)cc12 (stereo not given),i,9
C#CCn1cc(Cl)cc(C(=O)Nc2ccccc2)c1=O,u,x
Cc1ccc2nc(NC(=O)C3CCN(S(=O)(=O)c4cc([N+](=O)[O-])ccc4Cl)CC3)sc2c1,u,x
CCOC(=O)C1(Cc2cccc(F)c2)CCN(C(=O)COC)CC1,u,x
CN(C)C(=S)NC(C)(C)C,u,x
CC(=O)c1cn(C)c(=O)n(C)c1=O,u,x

# Ordered by value in S3 lipid droplet cell count max (high to low): some entries from above
canonical_smiles	S3 lipid droplet cell count max
O=C(Nc1cccnc1)c1ccc(C(=O)Nc2cccnc2)cc1	15
COc1cc(C2C(C#N)=C(N)Oc3cc(C)n(Cc4ccccn4)c(=O)c32)cc2c1OCO2 (stereo not given)	8
CCOc1cc(OCC)cc(C(=O)NCCCN2CCOCC2)c1	7
COc1ccc(NC(=O)NC(=O)c2cc(OCC(F)(F)F)ccc2OCC(F)(F)F)cc1	6
O=C1CCC/C(=N\NC(=O)COc2ccc(Cl)cc2)C1	1
CN(C)C(=O)CSc1n[nH]c(-c2ccco2)n1	0
Cc1ccc(SC2CCN(C(=O)C3CCC(=O)N(C4CC4)C3)CC2)cc1 (stereo not given)	-18

# (cont.)
SMILES,S3 lipid droplet,S3 lipid droplet cell count max
CC(OC(=O)Cc1n[nH]c(=O)c2ccccc12)C(=O)Nc1ccc(F)cc1 (stereo not given),i[0.0737 µM],-14
CCOc1ccccc1N(C)C(=O)c1cc2c(=O)n(CC)c3ccccc3c2s1,1%,-9
COc1ccc(/C=N/OC(=O)Nc2ccc(Cl)cc2)c(OC)c1,-7%,-18
COc1ccc(/C=C/C(=O)Nc2cc(S(=O)(=O)N3CCOCC3)ccc2C)cc1OC,u,x
O=C(CN1C(=O)c2ccccc2S1(=O)=O)c1ccccc1Cl,u,x
CCCNC(=O)c1ccc(Cn2cc(C(F)(F)F)ccc2=O)cc1,6%,16
CCCOP(=O)(c1ccc(N(C)C)cc1)C(O)c1cc(OC)c(OC)c(OC)c1 (stereo not given),u,x
CCc1noc(C)c1C(=O)OCC(=O)N(CCOC)c1c(N)n(Cc2ccccc2)c(=O)[nH]c1=O,u,x
O=c1oc(-c2ccccc2Br)nc2ccccc12,i,-6
CCn1c(=O)cc(SCC(=O)NCCCN2CCN(c3ccc(F)cc3)CC2)c2ccccc21,i,6
Cc1ccc(SC(C)C(=O)N2CCCC2)cc1 (stereo not given),i,x
CN(CC(=O)Nc1ncn[nH]1)S(=O)(=O)c1ccc(Br)cc1,u,x
Cc1oc(-c2cccc(C(F)(F)F)c2)nc1CN1CCOCC1,-16%,-11
CCCCS(=O)(=O)/C=C/[C@H]1[C@H](S(=O)(=O)CCCC)[C@H]2C=C[C@@H]1C2,6%,5
Cc1cc(C(=O)CCC(=O)N2CCN(S(=O)(=O)c3cccs3)CC2)c(C)s1,u,x
COc1ccc(-c2c(C#N)c(N)nc3c2CCC3)cc1,12%,6
COc1ccccc1N1CCN(C(=O)c2ccc(-c3ccccc3)cc2)CC1,13%,1
Cc1ccc(NC(=O)CCCSc2nc3ccccc3[nH]2)cc1,20%,25
